Bioassay records as filed in PubChem BioAssay.
CIT2 TOR yeast = modulators of TOR pathway CIT2-GFP in S. cerevisiae; S. cerevisiae CIT2-GFP strain, flow cytometry, 3 h; 100 means same as DMSO wells; GFP response vs DMSO, % at 10 µM; hit rate 0.065% among 320,000;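 active = GFP response relative to DMSO above a set limit, near the screen mean plus 3 SD, cut at about 150% in these data; inconclusive = Fewer than 70 cells measured for a yeast strain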;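 note: ratio of well median GFP fluorescence to mean of DMSO wells on the plate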
AGP1-GFP MLPCN = alters AGP1-GFP fluorescence in TOR pathway yeast screen; S. cerevisiae AGP1-GFP multiplex flow cytometry, 3 h; GFP as percent of DMSO wells; GFP response vs DMSO, % at 10 µM; hit rate 0.02% among 320,000; AID 2066;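 active = GFP response relative to DMSO above a set limit, near screen average plus 3 SD, cut at about 150% in these data; inconclusive = fewer than 70 cells counted for the yeast strain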;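 note: median GFP channel fluorescence of the gated AGP1 strain per well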
AHR act = activators of human aryl hydrocarbon receptor. AID 2796. P35869. AHR-responsive luciferase reporter cells, luminescence. hit rate 2.5% among 320,000. activation, % at 5 µM; in the data active = activation above about 47%;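 note: 0% = vehicle wells and 100% = reference agonist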
Target sequence (P35869 whole entry, looked up): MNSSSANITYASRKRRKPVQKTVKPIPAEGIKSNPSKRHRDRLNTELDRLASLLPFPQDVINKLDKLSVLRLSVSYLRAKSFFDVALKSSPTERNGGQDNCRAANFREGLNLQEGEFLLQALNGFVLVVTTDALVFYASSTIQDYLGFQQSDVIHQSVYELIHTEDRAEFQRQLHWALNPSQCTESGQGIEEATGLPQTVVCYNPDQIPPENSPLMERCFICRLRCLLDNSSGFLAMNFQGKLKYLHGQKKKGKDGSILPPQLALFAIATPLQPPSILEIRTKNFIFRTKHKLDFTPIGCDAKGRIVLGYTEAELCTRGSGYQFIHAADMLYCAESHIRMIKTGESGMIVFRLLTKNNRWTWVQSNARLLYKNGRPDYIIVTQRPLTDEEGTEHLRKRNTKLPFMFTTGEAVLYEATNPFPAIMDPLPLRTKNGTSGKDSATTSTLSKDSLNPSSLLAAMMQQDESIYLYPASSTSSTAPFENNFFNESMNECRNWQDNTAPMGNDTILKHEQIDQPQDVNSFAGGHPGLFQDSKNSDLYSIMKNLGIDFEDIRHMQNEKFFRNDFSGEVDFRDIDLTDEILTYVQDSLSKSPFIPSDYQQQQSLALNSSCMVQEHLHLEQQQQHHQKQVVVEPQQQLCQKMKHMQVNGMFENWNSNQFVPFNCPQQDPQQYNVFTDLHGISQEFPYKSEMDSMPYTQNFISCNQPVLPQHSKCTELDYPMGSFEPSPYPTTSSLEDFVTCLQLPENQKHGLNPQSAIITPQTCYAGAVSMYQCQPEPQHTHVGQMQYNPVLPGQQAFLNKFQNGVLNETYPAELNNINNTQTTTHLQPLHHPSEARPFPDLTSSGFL
LAP4 TOR yeast = alters LAP4-GFP fluorescence in TOR pathway yeast screen; S. cerevisiae LAP4-GFP multiplex, flow cytometry GFP, 3 h; median GFP as percent of DMSO wells; GFP response vs DMSO, % at 10 µM; hit rate 0.34% among 320,000;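 active = GFP response vs DMSO above a set limit, about the screen mean plus 3 SD, cut at about 150% in these data; inconclusive = under 70 cell events counted for the yeast strain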
proCasp7 act = counter-screen for procaspase-3 activators: activators of human procaspase-7; P55210; recombinant procaspase-7, Ac-DEVD-pNA absorbance 405 nm; D23A/D198A/D206A triple mutant, cannot self-cleave; scale: DMSO 0, 5 µM enzyme 100; activation, % at 8.5 µM; hit rate 0.093% among 330,000; AID 463210;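 active = percent activation above the screen-wide mean plus 3 SD, cut at about 25% in these data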
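buffer or medium = Zinc-free HEPES/NaCl buffer, pH 7.4 | material = Procaspase-7 triple mutant (PC-7 D3A) | input = 2 µM procaspase-7 mutant as dispensed | signal = Epi-absorbance of released pNA at 405 nm, two timepoints | timing = 1 h preincubation, 2 h reaction | replicates = singlicate compound testing | evaluation = % activation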
RPL19A-GFP yeast = modulators of TOR pathway RPL19A-GFP in S. cerevisiae | hit rate 0.3% among 330,000 | AID 2025 | percent response vs DMSO, % at 10 µM | S. cerevisiae RPL19A-GFP strain, flow cytometry, 3 h; hits give low values;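 active = percent response vs DMSO below 50%; inconclusive = fewer than 70 events counted for the yeast strain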;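 note: median channel GFP fluorescence of the barcoded RPL19A-GFP strain; ratio of sample median GFP to plate DMSO average so 100% = DMSO; lower means less RPL19A-GFP as with rapamycin TOR inhibition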
procasp3 activ = activates human procaspase-3; P42574; recombinant procaspase-3 D3A, Ac-DEVD-pNA absorbance 405 nm; activation, % at 8.5 µM; hit rate 0.11% among 330,000; AID 463141;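 active = activation above the mean of all tested compounds plus 3 SD, cut at about 21% in these data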;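 note: 0% = DMSO alone and 100% = DMSO wells spiked with extra 5 µM PC-3 D3A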
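Test system: Procaspase-3 D3A mutant; medium: Zinc-free HEPES/NaCl buffer with 0.01% Triton X-100 at pH 7.4; reagent: DEVD-pNA substrate; doses: one concentration, 8.5 µM nominal, 0.8% DMSO; times: 1 h preincubation plus 2 h reaction at 25 °C; signal: Epi-absorbance at 405 nm of released p-nitroaniline, 0 and 120 min; replicates: singlicate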
MEP2-GFP yeast = alters MEP2-GFP fluorescence in TOR pathway yeast screen; S. cerevisiae MEP2-GFP strain, flow cytometry GFP, 3 h; 100% = DMSO control level; GFP response vs DMSO, % at 10 µM; hit rate 0.51% among 330,000;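 active = GFP response versus DMSO above a set limit, roughly screen mean plus 3 SD, cut at about 180% in these data; inconclusive = fewer than 70 cells counted for a yeast strain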;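 note: median GFP fluorescence of the barcode-gated MEP2-GFP cells per well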
* hit, by the source's call; ? = inconclusive; / = not tested or not shown; [ ] = dose if it differs, or a comment.

Results follow in this order: CIT2 TOR yeast	AGP1-GFP MLPCN	AHR act	LAP4 TOR yeast	proCasp7 act	RPL19A-GFP yeast	procasp3 activ	MEP2-GFP yeast
> Cc1ccc(C(=O)N2CCN(c3ccc(NC(=O)CSc4ccc(Cl)cc4)cc3)CC2)cc1
  108	99	0	95	2	104	-2	104
> Cc1ccc(C(=O)Nc2cccc(C(=O)N3CCOCC3)c2)cc1
  108	105	11	101	5	107	-3	100
> COc1ccc(-n2nc(C(=O)NCC(=O)O)c3ccccc3c2=O)cc1
  97	97	0	100	1	102	-6	105
> Cc1cccc(C2c3[nH]c4ccccc4c3CCN2C(=O)c2cc(C(C)C)nc(N)n2)n1 (configuration not stated)
  101	109	15	95	-3	105	2	105
> O=C1CCC(C(=O)N2CCCCO2)CN1Cc1cccc(F)c1 (configuration not stated)
  100	94	-1	96	-1	100	4	101
> CC(C)CCNC(=O)CSc1nc2ccccc2c(=O)[nH]1
  111	106	4	107	-3	103	4	106
> CCOc1ccc(N=C(/C(C(=O)C(=O)N2CCOCC2)=C(\O)c2ccccc2)c2ccccc2)cc1
  83	90	3	93	5	93	-2	91
> Cc1ccc(S(=O)(=O)c2c(N)n(NC(=O)c3ccccc3C)c3nc4ccccc4nc23)cc1
  103	107	-2	91	0	100	0	103
> CC(C)(C)NC(=O)COC(=O)C1c2ccccc2Oc2ccccc21
  98	90	1	87	-2	98	2	109
> CC(=O)Nc1cccc(C(=O)OC(C(=O)c2ccc(C)c(C)c2)c2ccccc2)c1 (configuration not stated)
  95	90	-2	89	10	88	3	92
> Cc1[nH]c(C)c(C(=O)/C=C/c2ccc([N+](=O)[O-])cc2)c1C
  102	96	11	101	-14	101	2	104
> COc1ccc(S(=O)(=O)N2CC=C(C(=O)NC3CCCC3)CC2)cc1
  107	110	0	116	3	106	4	103
> CCOc1ccccc1/C=N/NC(=O)c1cccc(Cl)c1
  94	106	7	121	0	96	-2	100
> CCC(C)NC(=O)C1c2ccccc2C(=O)N1Cc1ccc(OC)cc1OC (configuration not stated)
  94	94	-3	89	-5	92	-6	93
> Cc1ccc(NC(=O)C2CCCN(C(=O)c3ccc(Cl)cc3)C2)c(C)c1 (configuration not stated)
  103	107	1	104	8	101	2	101

Next records follow.
Results follow in this order: CIT2 TOR yeast	AGP1-GFP MLPCN	AHR act	LAP4 TOR yeast	proCasp7 act	RPL19A-GFP yeast	procasp3 activ	MEP2-GFP yeast
> COc1cc(C2CC(=O)c3cnc(N4CCN(Cc5ccccc5)CC4)nc3C2)cc(OC)c1OC (configuration not stated)
  93	94	5	99	6	95	15	97
> COc1ccc(-n2nc(C(=O)NCC(=O)N3CCCC3)c3ccccc3c2=O)cc1
  101	103	0	99	11	100	-2	88
> CCCOc1ccc(NC(=O)CC2C(=O)N(CC)C(=S)N2Cc2cccs2)cc1 (configuration not stated)
  102	102	4	102	-6	100	-5	104
> O=C(Nc1ccc(N2CCN(C(=O)c3ccco3)CC2)cc1)c1ccccc1
  96	100	-1	95	-1	96	2	100
> O=S1(=O)N=C2CCCCCN2C(c2ccc(Cl)cc2)N1 (configuration not stated)
  107	109	6	107	7	105	-2	107
> C[C@@H](C(=O)Nc1nccs1)N1C(=O)C2CC=CCC2C1=O (some centres not stated)
  109	99	1	90	-3	101	5	93
> CCOC(=O)/C(C(N)=NCC(C)C)=C(/O)c1ccccc1
  86	106	3	/	13	91	-10	113
> CCOC(=O)C(C)Oc1cccc2c(=O)n(CC(=O)NCCc3ccccc3)ccc12 (configuration not stated)
  95	100	0	105	4	101	-8	97
> CSCCC(NC(=O)c1ccccc1)C(=O)NCCc1ccccc1 (configuration not stated)
  104	102	1	102	3	104	4	107
> CCCSc1nc(C)c(-c2csc(C(C#N)=C3CCCC3)n2)cc1C#N
  101	112	8	100	1	99	-4	106
> COc1ccc(Cl)cc1NC(=O)CN(C)C(=O)c1ccc2n[nH]nc2c1
  92	99	2	100	9	100	0	97
> CC(C(=O)NC(C)(C)C)N1C(=O)c2cccc3cccc(c23)C1=O (configuration not stated)
  103	106	1	100	-3	101	13	97
> O=C(COc1cc(F)ccc1[N+](=O)[O-])Nc1ccc(N2CCCCC2)cc1
  ?	?	-8	?	-16	82[may fluoresce violet]	-7	?
> CC(C)Oc1ccc(/C(O)=C2/C(=O)C(=O)N(CCN3CCOCC3)C2c2ccccc2)cc1 (configuration not stated)
  99	102	5	97	-7	/	-3	91
> COc1ccc(CSCC(=O)NN=C2CCN(C)CC2)cc1
  109	106	2	99	5	107	3	104

Sorted by molar mass (ascending): 3 of the compounds above.
Results follow in this order: CIT2 TOR yeast	AGP1-GFP MLPCN	AHR act	LAP4 TOR yeast	proCasp7 act	RPL19A-GFP yeast	procasp3 activ	MEP2-GFP yeast
> C[C@@H](C(=O)Nc1nccs1)N1C(=O)C2CC=CCC2C1=O (some centres not stated)
  109	99	1	90	-3	101	5	93
> CC(C(=O)NC(C)(C)C)N1C(=O)c2cccc3cccc(c23)C1=O (configuration not stated)
  103	106	1	100	-3	101	13	97
> CC(C)Oc1ccc(/C(O)=C2/C(=O)C(=O)N(CCN3CCOCC3)C2c2ccccc2)cc1 (configuration not stated)
  99	102	5	97	-7	/	-3	91

(cont.)
Short forms: A = CIT2 TOR yeast; B = AGP1-GFP MLPCN; C = AHR act; D = LAP4 TOR yeast; E = proCasp7 act; F = RPL19A-GFP yeast; G = procasp3 activ; H = MEP2-GFP yeast
N#CC1=C(Nc2ccc(Br)cc2)CCC1
  A = 94 | B = 93 | C = 3 | D = 94 | E = 4 | F = 94 | G = 12 | H = 94

CC(=O)CCS(=O)(=O)c1ccc(Oc2ccc(S(=O)(=O)CCC(C)=O)cc2)cc1
  A = 100 | B = 99 | C = 0 | D = 102 | E = 4 | F = 99 | G = -15 | H = 101

Cn1c(COc2ccccc2)nnc1SCC(=O)Nc1ccc(N2CCOCC2)c(Cl)c1
  A = 99 | B = 106 | C = 4 | D = 109 | E = 3 | F = 100 | G = 1 | H = 104

COc1ccc(S(=O)(=O)N2CCN(C3Cc4ccccc4C3)CC2)cc1
  A = 105 | B = 111 | C = 4 | D = 104 | E = -2 | F = 115 | G = -4 | H = 108

COc1c(O)ccc2cnn(-c3ccccc3C)c(=O)c12
  A = 89 | B = 103 | C = -1 | D = 104 | E = 2 | F = 102 | G = 2 | H = 99

O=C(NCCCN1CCOCC1)c1cc(-c2ccc(Cl)cc2)on1
  A = 109 | B = 107 | C = -18 | D = 102 | E = 2 | F = 102 | G = 12 | H = 104

O=c1c([N+](=O)[O-])cccn1Cc1cccc(Cl)c1
  A = 90 | B = 98 | C = 1 | D = 103 | E = 4 | F = 89 | G = 4 | H = 114

COc1ccc(OC)c(C2=NOC(C(=O)NCc3cccs3)C2)c1 (configuration not stated)
  A = ? | B = 82[may fluoresce violet] | C = 0 | D = 87[may fluoresce violet] | E = 12 | F = 81[may fluoresce violet] | G = 4 | H = 69[may fluoresce violet]

CCOc1ccc(CCNC(=O)CN2C(=O)NC3(CCCc4ccccc43)C2=O)cc1OCC (configuration not stated)
  A = 96 | B = 105 | C = 3 | D = 100 | E = 8 | F = 98 | G = -6 | H = 101

Cc1ccc(/C=N/NC(=O)CSc2nc3ccccc3n2Cc2ccccc2)o1
  A = 103 | B = 103 | C = 5 | D = 89 | E = -14 | F = 106 | G = 1 | H = 93

2 records drawn at random from those above, as already listed:
Short forms: A = CIT2 TOR yeast; B = AGP1-GFP MLPCN; C = AHR act; D = LAP4 TOR yeast; E = proCasp7 act; F = RPL19A-GFP yeast; G = procasp3 activ; H = MEP2-GFP yeast
COc1ccc(S(=O)(=O)N2CCN(C3Cc4ccccc4C3)CC2)cc1
  A = 105 | B = 111 | C = 4 | D = 104 | E = -2 | F = 115 | G = -4 | H = 108

Cn1c(COc2ccccc2)nnc1SCC(=O)Nc1ccc(N2CCOCC2)c(Cl)c1
  A = 99 | B = 106 | C = 4 | D = 109 | E = 3 | F = 100 | G = 1 | H = 104

Individual results from above:
Cn1c(COc2ccccc2)nnc1SCC(=O)Nc1ccc(N2CCOCC2)c(Cl)c1 in AGP1-GFP MLPCN reads 106
O=C(NCCCN1CCOCC1)c1cc(-c2ccc(Cl)cc2)on1 in proCasp7 act reads 2
N#CC1=C(Nc2ccc(Br)cc2)CCC1 in proCasp7 act reads 4
CC(=O)CCS(=O)(=O)c1ccc(Oc2ccc(S(=O)(=O)CCC(C)=O)cc2)cc1 in procasp3 activ reads -15

More compounds
Short forms: A = CIT2 TOR yeast; B = AGP1-GFP MLPCN; C = AHR act; D = LAP4 TOR yeast; E = proCasp7 act; F = RPL19A-GFP yeast; G = procasp3 activ; H = MEP2-GFP yeast
Clc1cccc(C2CCN(Cc3nc(COc4ccccc4)no3)C2)c1 (configuration not stated)
  A = 96 | B = 101 | C = 0 | D = 117 | E = 3 | F = 101 | G = 4 | H = 95

COc1cc2nc(/C=C/c3ccc(N(C)C)cc3)sc2cc1SC
  A = 89 | B = 95 | C = 2 | D = 110 | E = -29 | F = 94 | G = -48 | H = 108

Cc1cccc(-n2ccnc2SCC(=O)c2c(N)n(C3CC3)c(=O)[nH]c2=O)c1C
  A = 94 | B = 91 | C = 2 | D = 85 | E = -16 | F = 93 | G = 0 | H = 86

CCN(CC)CCCNC(=O)c1ccc2c(SCC(=O)O)c3c(nc2c1)CCC3
  A = 102 | B = 101 | C = -1 | D = 91 | E = 4 | F = 108 | G = 6 | H = 104

O=C(NNC(=O)c1cc2ccccc2cc1O)Nc1ccc(F)cc1F
  A = 99 | B = 96 | C = 17 | D = 94 | E = -1 | F = 99 | G = -7 | H = 97

CCOC(=O)c1nn(-c2ccc(C)cc2)c(=O)cc1OCC(=O)N1CCN(c2ccccc2)CC1
  A = 104 | B = 106 | C = 1 | D = 101 | E = -2 | F = 102 | G = 7 | H = 99

Oc1c(Br)cc(Br)cc1C=Nc1cccc2ncccc12
  A = 65 | B = 70 | C = 36 | D = 191* | E = -19 | F = 81 | G = -13 | H = 92

Cc1ccc(C(=O)NNCC(=O)Nc2ccc(Cl)cc2F)cc1
  A = 93 | B = 96 | C = 0 | D = 98 | E = -4 | F = 95 | G = 2 | H = 100

CC1(CCc2ccccc2)NC(=S)N(c2ccccc2)N1 (configuration not stated)
  A = 97 | B = 102 | C = 2 | D = 95 | E = -6 | F = 101 | G = -5 | H = 105

COc1cc(NC(=O)Cc2cccs2)cc(OC)c1
  A = 86 | B = 96 | C = 4 | D = 103 | E = -4 | F = 96 | G = 12 | H = 97
